Screening data from PubChem BioAssay.
GLA spleen mod: qHTS Assay for Inhibitors and Activators of Human alpha-Galactosidase From Spleen Homogenate. Alpha-galactosidase A (Homo sapiens), P06280. human spleen homogenate, 4MU-alpha-Gal fluorescence, 40 min. Potency, µM (series often up to 80 µM), for the others: at the highest dose activity change, negative = inhibition, actives largely listed as inhibitors. actives 0.008% (n = 240,000). AID 2107, 2009;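 also: 0% = enzyme with vehicle and -100% = no enzyme basal signal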
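Inhibition or activation of alpha-galactosidase in human spleen homogenate is scored by 4-MU fluorescence after 40 min at 37C, pH 5.0, with 1 mM substrate. AC50s come from concentration-response fitted to the Hill equation.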
L3MBTL1 block: qHTS Assay for the Inhibitors of L3MBTL1. actives 0.66% (n = 230,000). Lethal(3)malignant brain tumor-like protein 1 (Homo sapiens), Q9Y468. AID 485360, 2010. AlphaScreen L3MBTL1–H3K9me1 peptide binding. Potency, µM (series often up to 57.1 µM), inactives show at the top dose activity, negative = inhibition, usual class: inhibitors; also: nearly all actives have a fitted effect of over 60% in size
Target sequence (Q9Y468 whole entry, looked up): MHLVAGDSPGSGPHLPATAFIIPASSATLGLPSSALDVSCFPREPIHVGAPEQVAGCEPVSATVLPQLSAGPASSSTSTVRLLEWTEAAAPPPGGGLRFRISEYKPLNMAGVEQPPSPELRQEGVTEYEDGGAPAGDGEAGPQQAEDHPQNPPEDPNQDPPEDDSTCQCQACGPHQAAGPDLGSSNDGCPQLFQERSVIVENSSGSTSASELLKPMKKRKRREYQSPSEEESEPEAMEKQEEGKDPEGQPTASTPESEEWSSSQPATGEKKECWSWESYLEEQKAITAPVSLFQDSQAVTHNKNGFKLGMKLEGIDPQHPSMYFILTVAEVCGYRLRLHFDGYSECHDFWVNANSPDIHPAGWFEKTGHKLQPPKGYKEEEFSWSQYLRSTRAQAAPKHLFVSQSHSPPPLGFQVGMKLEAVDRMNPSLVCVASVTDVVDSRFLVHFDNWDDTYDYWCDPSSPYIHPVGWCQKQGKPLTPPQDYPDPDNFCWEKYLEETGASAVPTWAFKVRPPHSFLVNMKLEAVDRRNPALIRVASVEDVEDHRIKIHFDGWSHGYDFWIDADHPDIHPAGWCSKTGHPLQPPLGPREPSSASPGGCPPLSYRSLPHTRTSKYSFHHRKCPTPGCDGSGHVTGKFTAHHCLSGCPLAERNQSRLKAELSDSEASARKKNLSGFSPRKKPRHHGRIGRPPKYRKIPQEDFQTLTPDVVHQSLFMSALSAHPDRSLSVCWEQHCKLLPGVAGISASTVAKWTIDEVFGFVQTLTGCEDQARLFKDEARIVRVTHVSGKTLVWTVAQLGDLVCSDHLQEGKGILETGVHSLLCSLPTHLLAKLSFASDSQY
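L3MBTL1 50 nM + b-AHA-H3(1-15)K9me1 75 nM, 30 min RT; compound added, 30 min RT; streptavidin donor/Ni-chelate acceptor beads 10 ug/mL each final, 30 min RT dark; AlphaScreen read.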
Tau fluor counter: Counterscreen qHTS for Inhibitors of Tau Fibril Formation, Fluorescence Polarization | tau K18 P301L Alexa594 fluorescence, heparin fibrillization | Potency, µM (doses to about 57.7 µM), for inactives: at the highest dose activity change, negative = decrease | actives 0.93% (n = 280,000) | AID 1463, 2008; also: nearly all actives have a fitted effect of over 55% in size
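Human tau K18 P301L (15 uM unlabeled, 0.24 uM Alexa 594-labeled) in 100 mM sodium acetate pH 7 with 20 uM heparin, 6 hr at 37 C. ThT 30 uM added, 1 hr ambient; Alexa 594 FP and total fluorescence read at 555/632 nm.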
TexasRed fluor: Total Fluorescence Counterscreen for Inhibitors of the Interaction of Thyroid Hormone Receptor and Steroid Receptor Coregulator 2; actives 0.29% (n = 280,000); AID 1479, 2009; Potency, µM (series often up to 106 µM), for the others: top-dose fluorescence change, negative = quenching; TRb/SRC2 Texas Red total fluorescence interference; active = well fitted curve in either direction with a large enough effect; inconclusive = small, poorly fitted or top-dose-only effect
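Flags fluorescent or light-absorbing compounds by total fluorescence, S + 2P, at 555 nm excitation and 632 nm emission. Mixture: 20 nM Texas Red SRC2 peptide, 0.6 uM human TRb LBD, 1 uM T3, 5% DMSO; compound exposure 5 h at ambient temperature.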
Tau FP inhib: qHTS for Inhibitors of Tau Fibril Formation, Fluorescence Polarization | actives 0.39% (n = 280,000) | Potency, µM (series often up to 57.7 µM), for the others: at the highest dose activity, negative = inhibition, most hits filed as inhibitors | Microtubule-associated protein tau (Homo sapiens), P10636 | K18 P301L tau heparin fibrillization, Alexa594 FP, 6 h; also: nearly all actives have a fitted effect of over 55% in size
Target sequence (P10636 561-689 P618L limits assumed): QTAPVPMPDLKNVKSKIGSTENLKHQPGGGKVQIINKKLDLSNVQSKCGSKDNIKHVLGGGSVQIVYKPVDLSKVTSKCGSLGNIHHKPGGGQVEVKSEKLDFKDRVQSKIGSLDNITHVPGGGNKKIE
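Recombinant K18 P301L […], labeled with Alexa 594 at 0.24 uM over 15 uM unlabeled; heparin inducer 20 uM final; 37 C, 6 hr; FP endpoint.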
Tau fibril ThT: qHTS for Inhibitors of Tau Fibril Formation, Thioflavin T Binding; AID 1460, 2008; recombinant tau K18 P301L, heparin-induced fibrillization, ThT fluorescence; actives 2.1% (n = 270,000); Potency, µM (series often up to 57.4 µM), inactives show at the top dose activity, negative = inhibition, hits mostly inhibitors; Microtubule-associated protein tau (Homo sapiens), P10636; also: nearly all actives have a fitted effect of over 55% in size
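ThT emission at 510 nm, taken 1 hr after adding 30 uM dye, quantifies aggregates formed when 20 uM heparin acts on human tau K18 P301L for 6 hr at 37 C.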
ALDH1A1 inh: qHTS Assay for Inhibitors of Aldehyde Dehydrogenase 1 (ALDH1A1); Potency, µM (titrated, usually from 75.3 µM), for inactives: top-dose activity, negative = inhibition, most hits filed as inhibitors; actives 7.3% (n = 220,000); AID 1030, 2008; Aldehyde dehydrogenase 1A1 (Homo sapiens), P00352; Purified ALDH1A1, NADH fluorescence, propionaldehyde substrate; active = well fitted inhibition curve with a large enough effect, not every such curve was filed as active; inconclusive = small, poorly fitted or top-dose-only effect, or another doubt; inactive = no such curve, though single readings can be large or run the other way;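 also: plate controls were no enzyme wells and a reference inhibitor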
TRb-SRC2 inh: qHTS for Inhibitors of the Interaction of Thyroid Hormone Receptor and Steroid Receptor Coregulator 2; TRbeta-SRC2 peptide binding, fluorescence polarization; receptor liganded with 1 µM T3; Potency, µM (titrated, usually from 106 µM), for the others: at the top dose activity change, negative = inhibition, usual class: inhibitors; actives 0.065% (n = 280,000);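 also: plate controls were bound peptide for no effect and peptide without receptor for full effect; nearly all actives have a fitted effect of over 50% in size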
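Quantitative HTS by FP: 0.6 uM TRb LBD, 20 nM labeled SRC2 20-mer, 1 uM T3, 5% DMSO; 5 hr ambient incubation; % activity per concentration and potencies from concentration series.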
* marks the source's active call; other numbers are inactive results; u = inconclusive; x = no result given; [ ] = another dose, or the depositor's remark. Unless noted, calls follow the shape of the dose curve; as a rule, active = well fitted curve in the direction sought with a large enough effect; inconclusive = small, poorly fitted or top-dose-only effect, or another doubt; inactive = no such curve, though single readings can be large; an effect the other way counts as inactive or inconclusive. Unless noted, % is scaled to controls: 0 for no effect and ±100 for the full control effect; potency is read from the fitted curve at half-maximal effect.

molecule	GLA spleen mod	L3MBTL1 block	Tau fluor counter	TexasRed fluor	Tau FP inhib	Tau fibril ThT	ALDH1A1 inh	TRb-SRC2 inh
CC(C)c1ccc(NC(=O)CSC2=Nc3ccccc3C3=NC(CC(=O)NCc4ccco4)C(=O)N23)cc1 (stereo unspecified)	x	x	-19%	-6%	9%	-12%	x	-1%
COC(=O)c1ccccc1NC(=O)Cn1nc(C)c2nn(-c3ccc(Cl)cc3)c(C)c2c1=O	x	x	-3%	0%	-1%	-7%	x	-1%
CN(/N=C/c1ccncc1)c1cnn(-c2ccc(F)c(Cl)c2)c(=O)c1Cl	7%	1%	-7%	0%	4%	-7%	13%	2%
Cc1ccc(S(=O)(=O)Nc2ccc(O)c(Sc3ncn[nH]3)c2)cc1	-5%	-2%	-2%	-3%	2%	-5%	u	3%
CCn1ncc(C2=NOC(C(=O)Nc3cc(OC)c(Cl)cc3OC)C2)c1C (stereo unspecified)	-9%	1%	-5%	-3%	0%	-4%	11%	0%
CC(C)c1nnc(SCC(=O)Nc2ccc3c(c2)OCO3)n1C	3%	2%	0%	-5%	5%	-1%	4%	-4%
CC(C)n1cnc2cc(NCc3ccccc3O)ccc21	6%	-8%	-11%	-3%	10%	-3%	x	4%
Cc1ccc2nc(SCC(=O)c3c(C)[nH]c4ccccc34)[nH]c2c1	-7%	u	2%	-5%	-4%	1%	0%	0%
COc1ccc(C(=O)Nc2ccc(N3CCN(c4ccccc4)CC3)c(C(=O)O)c2)cc1	x	x	-7%	1%	-2%	-14%	x	-1%
Cc1ccc(C(=O)Nc2ccc(-c3nc4ccccc4o3)cc2)cc1Cl	x	x	u	-2%	-19%	-16%	x	0%
COc1ccc(C2CC(c3ccc(F)cc3)Nc3nc(N)nn32)cc1OC (stereo unspecified)	3%	-4%	6%	2%	1%	6%	16%	4%
NC(=O)C1CCN(C(c2ccccc2F)c2nnnn2Cc2ccco2)CC1 (stereo unspecified)	0%	13%	3%	-2%	0%	0%	u	-16%

Next records:
molecule	GLA spleen mod	L3MBTL1 block	Tau fluor counter	TexasRed fluor	Tau FP inhib	Tau fibril ThT	ALDH1A1 inh	TRb-SRC2 inh
COc1ccc(NC(C)=O)cc1NC(=O)CN1CCN(CC(=O)Nc2ccccc2Cl)CC1	3%	u	-11%	-2%	2%	-11%	u	-15%
COc1ccccc1NC(=O)CCc1c(C)nc2c(-c3ccc(F)cc3)c(C)nn2c1C	-5%	x	-27%	2%	-14%	x	x	0%
Cc1cc(C)c2c(NC(=O)C3CC3)nn(C)c2n1	-4%	4%	4%	-2%	-1%	-1%	u	-4%
CN(C)S(=O)(=O)c1ccc(C(=O)Nc2ccccn2)cc1	10%	5%	-9%	-1%	-1%	-5%	4%	-3%
CC(C)Nc1nc(NNc2nc(Cl)nc(NC(C)(C)C)n2)nc(NC(C)C)n1	4%	-16%	-8%	-3%	-1%	-8%	x	-1%
CCC1CN(C(=O)NCc2ccc(C)cc2)c2ccccc2O1 (stereo unspecified)	x	x	16µM*[quencher]	u	u	u	x	-8%
O=C(CSc1nnc(Cc2cccs2)n1-c1ccccc1)Nc1ccc2c(c1)OCCO2	-8%	-6%	-24%	-2%	-5%	-12%	7.9µM*	-2%
Cc1c(NC(=O)CSc2nnc3c4ccccc4n(CCc4ccccc4)c3n2)c(=O)n(-c2ccccc2)n1C	-4%	-5%	-3%	-2%	5%	-12%	u	-1%
COCCNC(=O)CN(C(=O)Cn1nnc2ccccc21)c1ccccc1C	1%	4%	9%	-1%	3%	1%	7%	2%
CCOCCCn1c(=N)c(C(=O)NCc2ccc3c(c2)OCO3)cc2c(=O)n3ccccc3nc21	4%	-2%	-12%	1%	1%	-3%	u	5%
Clc1ccc(-c2cn(-c3ccccc3)c3[n+]2CCS3)cc1	-1%	-1%	-3%	-1%	1%	-4%	-1%	6%
N#Cc1ccc(/C=C/C(=O)c2ccco2)cc1	13%	-21%	-5%	3%	9%	-5%	-3%	-2%

(more compounds)
molecule	GLA spleen mod	L3MBTL1 block	Tau fluor counter	TexasRed fluor	Tau FP inhib	Tau fibril ThT	ALDH1A1 inh	TRb-SRC2 inh
COc1ccc(C2c3ccc4ccccc4c3Oc3ncn(CCN4CCOCC4)c(=N)c32)cc1 (stereo unspecified)	4%	-11%	-9%	-2%	-2%	-9%	2%	-10%
S=c1[nH]nc(Cn2nnc3ccccc32)n1-c1ccccc1	-5%	5%	7%	2%	1%	3%	-3%	-8%
N#C/C(C(N)=O)=C1/SC=C(c2ccccc2)N1c1ccccc1	-6%	-8%	-1%	-1%	-11%	-6%	x	5%
CC(=O)c1c(C)[nH]c(C(=O)OCC(=O)NCC(C)C)c1C	1%	13%	-1%	-3%	3%	-4%	4%	-1%
CCOC(=O)c1[nH]cnc1C(=O)NC(C)C	1%	4%	-3%	1%	2%	-12%	-11%	-3%
COc1cc(NC(=O)N2CCC3(CC2)Nc2cc(F)ccc2-n2cccc23)cc(OC)c1OC	x	x	13µM*[quencher]	-2%	u	-11%	x	4%
COc1cc(/C=C(/NC(=O)c2ccccc2)C(=O)Nc2ccccc2)c([N+](=O)[O-])cc1OC	9%	-6%	-13%	-1%	5%	-10%	-15%	-5%
CCON1C(=O)CN(C(=O)OC)C1c1ccc(Cl)cc1Cl (stereo unspecified)	0%	2%	-4%	1%	2%	-4%	9%	-15%
COc1ccc(-n2nc(C#N)c(Cl)cc2=O)cc1	-7%	-5%	5%	-4%	7%	u	u	-6%
Cc1cccc(N2CCN(CCNC(=O)C3COc4ccccc4C3)CC2)c1C (stereo unspecified)	x	x	-8%	3%	10%	-13%	x	4%
Cc1nc(SCC(=O)NCc2ccco2)c2c3c(sc2n1)CCCC3	-11%	-21%	-9%	2%	-13%	u	10µM*	-20%
CC(=O)Nc1ccc(NC(=O)Cn2cc3c(n2)CCCCC3)cc1	x	x	-5%	-3%	1%	-1%	x	5%

Some values from the list:
CC(C)n1cnc2cc(NCc3ccccc3O)ccc21 in Tau fibril ThT → -3%
N#Cc1ccc(/C=C/C(=O)c2ccco2)cc1 in TexasRed fluor → 3%

(more compounds)
molecule	GLA spleen mod	L3MBTL1 block	Tau fluor counter	TexasRed fluor	Tau FP inhib	Tau fibril ThT	ALDH1A1 inh	TRb-SRC2 inh
COc1ccc(OC)c2sc(NC(=O)c3ccc(S(=O)(=O)N4CCOCC4)cc3)nc12	2%	8%	-10%	-1%	-12%	-6%	7%	4%
Nc1ccc2nn(-c3ccc(Cl)cc3)nc2c1	19%	x	-20%	-2%	5%	u	x	1%
CCOC(=O)c1c(NC(=O)CSc2nc3ccccc3s2)sc(C)c1C	-4%	5%	-17%	0%	-2%	-20%	-1%	-5%
Cc1ccccc1CN1C(=O)c2ccccc2S(=O)(=O)c2ccc(C(=O)OCC3CCCO3)cc21 (stereo unspecified)	x	x	-19%	-2%	-3%	-1%	x	0%
O=c1c2ccccc2nc(-c2ccco2)n1CCCn1ccnc1	-19%	9%	6%	-5%	-4%	-3%	8%	-5%
COc1cccc(C(=O)NN2CC(O)=C(c3nc(C)cs3)C2=N)c1	-3%	2%	-13%	0%	2%	-12%	3%	-1%
CCOc1ccc(C(=O)Nc2ccc3nn(-c4ccc(OC)c(Cl)c4)nc3c2)cc1	x	x	-12%	u	u	u	x	-5%
O=C(CCc1nc2ccccc2c(=O)[nH]1)OCC(=O)N1CCN(S(=O)(=O)c2ccccc2)CC1	3%	4%	-1%	-3%	-2%	-11%	-3%	-5%
Cc1cc(C(=O)Nc2ccc(S(=O)(=O)N3CCCC3)cc2)no1	-9%	-3%	7%	1%	-1%	8%	u	5%
N#CC1=C(SCC(=O)c2ccccc2)NC2=C(C(=O)CCC2)C1c1ccco1 (stereo unspecified)	6%	u	-27%	3%	32µM*	13µM*	8.9µM*	8%
O=C(c1cc2cc([N+](=O)[O-])ccc2s1)N1CCCCC1	2%	9%	-8%	-4%	4%	-9%	14µM*	2%
COC(=O)c1ccc(C2=NOC(C)(c3sc(-c4ccccc4)nc3C)C2)cc1 (stereo unspecified)	-5%	x	6%	1%	0%	4%	x	3%

Following part.
molecule	GLA spleen mod	L3MBTL1 block	Tau fluor counter	TexasRed fluor	Tau FP inhib	Tau fibril ThT	ALDH1A1 inh	TRb-SRC2 inh
COc1cccc(OC)c1C(=O)N=c1sc2cc(S(C)(=O)=O)ccc2n1C	7%	u	3%	-2%	7%	-1%	1%	-12%
CC12CCC(C(=O)N(CCC#N)CCC#N)(CC1=O)C2(C)C (stereo unspecified)	21%	x	-6%	-10%	3%	-7%	-2%	-2%
CCOC(=O)C1CCN(Cc2c(O)ccc3ccccc23)CC1	15%	-14%	u	-1%	3%	u	u	-16%
Cc1cccc2cc(CN(CCCN(C)C)C(=S)NCCc3ccccc3)c(=O)[nH]c12	6%	-3%	-8%	0%[53 µM]	-5%	-10%	6%	10%[53 µM]
OC1CN=C2C=CC=CN2C1 (stereo unspecified)	3%	4%	7%	2%	0%	10%	u	-3%
O=C(NCCc1nc2ccccc2[nH]1)/C(=C/c1ccco1)NC(=O)c1ccco1	-2%	-9%	10%	-3%	3%	9%	u	8%
CC(=O)Nc1nonc1NC(=O)COc1ccccc1	5%	-2%	7%	-4%	5%	4%	8%	-3%
Cc1ccc(-n2nc(C(=O)N3CCN(c4cc(Cl)ccc4C)CC3)c(=O)n(C)c2=O)cc1	x	x	2%	1%	-2%	3%	x	3%
CCN1CCN(Cc2c(O)c(Cl)cc3c(C)cc(=O)oc23)CC1	u	-8%	-5%	-1%	-6%	-10%	u	1%

Compounds were not picked by outcome. About 8.5% of those tested had a hit in this group.
